ATG4B inhibitor: blocks human ATG4B protease cleavage of LC3 substrate; inhibition, % at 8.33 µM; ATG4B cleavage of LC3-PLA2, NBD-HPC fluorescence, 1 h; 340,000 compounds, 0.51% hits; Q9Y4P1; in the data active = inhibition above about 40%
EBI2 block: antagonists of human EBI2 receptor | P32249 | EBI2 beta-arrestin recruitment, luminescence, 7a,25-OHC stimulated | inhibition, % at 5 µM | 360,000 compounds, 0.81% hits | AID 651636; in the data active = inhibition above about 38%;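 also: enzyme fragment complementation signal reports receptor beta-arrestin coupling in cells; 0% = agonist plus DMSO wells and 100% = wells without agonist; some results beyond the cut were filed as inactive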
CCR6 antagonist: CCR6 (human) receptor antagonism; 340,000 compounds, 0.49% hits; P51684; inhibition, % at 20 µM; AID 493098; CHO-K1 CCR6 PathHunter beta-arrestin, luminescence, CCL20-stimulated;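 active = compounds whose inhibition of the agonist-driven luminescence signal at 20 µM reaches about 50%, limit read from the data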;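 also: cells stimulated with CCL20 at 14 nM final; plate controls were DMSO with CCL20 for no effect and DMSO without agonist for full effect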
CXCR6 block: blocks human CXCR6 beta-arrestin recruitment. inhibition, % at 20 µM. CHO-K1 PathHunter CXCR6 beta-arrestin, luminescence. 360,000 compounds, 0.36% hits; in the data active = inhibition above about 34%, passing the limit was not always enough;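 also: antagonist mode with CXCL16 agonist at 10 nM final; 0% = 10 nM CXCL16 with DMSO and 100% = unstimulated wells without agonist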
Target sequence (O00574 whole entry, looked up): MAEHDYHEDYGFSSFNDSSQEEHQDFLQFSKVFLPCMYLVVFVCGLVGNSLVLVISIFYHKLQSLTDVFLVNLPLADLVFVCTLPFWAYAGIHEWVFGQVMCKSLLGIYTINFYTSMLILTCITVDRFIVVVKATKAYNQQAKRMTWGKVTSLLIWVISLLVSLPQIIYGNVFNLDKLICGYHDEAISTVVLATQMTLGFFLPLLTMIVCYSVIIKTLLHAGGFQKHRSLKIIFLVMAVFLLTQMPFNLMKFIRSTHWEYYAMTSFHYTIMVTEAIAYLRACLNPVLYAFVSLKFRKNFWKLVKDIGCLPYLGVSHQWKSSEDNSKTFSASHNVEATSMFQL
Gli-Sufu block: blocks Gli-Sufu signaling in a luciferase reporter. 340,000 compounds, 0.74% hits. AID 588413. Sufu-KO-LIGHT fibroblasts, Gli luciferase reporter luminescence. inhibition, % at 5 µM;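 active = inhibition above about 55%, limit read from the data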;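 also: 0% = DMSO-treated cells and 100% = wells with medium but no cells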
APJ ag: APJ receptor agonism. P35414. CHO-K1 APJ PathHunter beta-arrestin, luminescence; 0% DMSO wells, 100% apelin. activation, % at 20 µM. 330,000 compounds, 0.11% hits. AID 2520;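 active = activation more than six SD over the plate average, tested at 20 µM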;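 also: 0% = DMSO alone and 100% = apelin-13 at 10 nM; some results filed as inactive read as strong as hits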
Target sequence (P35414 whole entry, looked up): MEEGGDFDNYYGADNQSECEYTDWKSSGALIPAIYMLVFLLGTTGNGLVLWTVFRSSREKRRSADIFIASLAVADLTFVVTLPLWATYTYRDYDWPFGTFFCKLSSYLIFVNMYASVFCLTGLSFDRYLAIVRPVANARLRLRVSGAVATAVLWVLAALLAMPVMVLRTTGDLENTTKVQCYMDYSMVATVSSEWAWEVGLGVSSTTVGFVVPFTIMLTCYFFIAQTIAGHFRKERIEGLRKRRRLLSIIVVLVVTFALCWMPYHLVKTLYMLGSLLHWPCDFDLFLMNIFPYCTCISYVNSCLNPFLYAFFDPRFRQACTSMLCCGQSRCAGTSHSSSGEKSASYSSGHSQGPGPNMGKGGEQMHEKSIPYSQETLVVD
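Assay system – PathHunter CHO-K1 APJ (AGTRL-1) beta-arrestin reporter cells · Compound – one dose, 20 µM compound, 1% DMSO · Timing – compound 90 min 25 °C, reagent 1 h · Measured by – luminescence from split beta-galactosidase complementation, Galacton Star/Emerald II substrate · Measure – beta-arrestin recruitment to APJ as agonist activity, luminescent signal · Benchmarks – DMSO vs Apelin-13 10 nM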
APJ antag: APJ receptor antagonism; P35414; CHO-K1 APJ beta-arrestin complementation, luminescence; inhibition, % at 20 µM; 330,000 compounds, 0.32% hits; AID 2521;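 active = inhibition above about 40% at 20 µM, limit read from the data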;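 also: cells challenged with 10 nM apelin-13 agonist together with compound; plate controls were apelin-13 plus DMSO wells for no effect and DMSO wells lacking apelin-13 for full effect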
UBC13 inh: inhibitors of human UBC13 polyubiquitin chain formation; P61088; TR-FRET; inhibition, % at 20 µM; 330,000 compounds, 0.47% hits; AID 485273; in the data active = inhibition above about 45%, passing the limit was not always enough
Target sequence (P61088 whole entry, looked up): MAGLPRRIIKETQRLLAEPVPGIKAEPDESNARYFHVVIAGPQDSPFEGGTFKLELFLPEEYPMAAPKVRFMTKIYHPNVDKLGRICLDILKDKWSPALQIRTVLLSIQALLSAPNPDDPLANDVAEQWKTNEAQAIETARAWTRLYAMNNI
Numbers without * were called inactive; / = not tested or not shown.

SMILES | ATG4B inhibitor | EBI2 block | CCR6 antagonist | CXCR6 block | Gli-Sufu block | APJ ag | APJ antag | UBC13 inh
Cn1c(NCCO)nc2c1c(=O)n(Cc1ccc(F)cc1)c(=O)n2C | 3.6 | -4.1 | 7.5 | -2.2 | -2.1 | -4.0 | -12.4 | 1.1
O=C(NCc1ccccc1CN1CCCC1)C1CCN(C(=O)c2ccc(F)cc2)CC1 | 0.9 | -7.6 | -2.5 | 7.1 | 9.2 | -1.9 | 8.6 | 7.7
O=C(Nc1ccccc1)C(=O)Nc1cccnc1 | -7.7 | 3.5 | -0.2 | 9.8 | -42.9 | -3.6 | -7.9 | -18.1
Cc1cc(C)c(C#N)c(SCC(=O)C(C)(C)C)n1 | 5.4 | 2.1 | 6.4 | 10.9 | -11.7 | -2.4 | 15.4 | 14.0
COc1cccc(C2=CC(=O)C[C@H](c3ccc(Cl)cc3)C2)c1 | 4.7 | 46.4* | 29.4 | 6.0 | 3.0 | -1.7 | 1.2 | 3.3
O=C(O)c1cc(NC(=O)C2CCCO2)cc(C(=O)O)c1 (stereo unspecified) | -2.0 | -8.5 | 10.6 | 4.9 | 0.9 | -0.3 | -1.2 | -0.5
Cc1ccccc1N(C(=O)CNC(=O)c1ccco1)C(C(=O)NC1CCCC1)c1ccncc1 (stereo unspecified) | -4.3 | -10.0 | 6.6 | 0.3 | -4.4 | -1.4 | 10.8 | -3.4
COc1ccc(CCC(C)NC(=O)CCc2ccccc2)c(OC)c1 (stereo unspecified) | -4.1 | -0.6 | 8.2 | 4.9 | -15.2 | -1.6 | 0.9 | -0.4
CC1(C)NC(=O)N(CCOCCOc2c(Cl)cc(Cl)cc2Cl)C1=O | 1.6 | -8.2 | 9.8 | -3.3 | -7.1 | -3.2 | 1.7 | 2.9
CCOC(=O)c1cc(-c2ccc(OC(F)F)cc2)nc2c1c(=O)[nH]c(=O)n2C | 3.5 | 0.8 | -6.3 | 6.6 | 16.3 | -1.7 | 9.8 | 5.1
CN(C)C(=S)Nn1c(-c2ccccc2)nc2ccccc2c1=O | 3.0 | 1.7 | 3.1 | -5.5 | -32.4 | -0.9 | -7.2 | 1.5
CCN(C(=O)Cn1cnc2c1c(=O)n(C)c(=O)n2C)C1CCS(=O)(=O)C1 (stereo unspecified) | -5.4 | -13.2 | 6.4 | -8.3 | 5.7 | -3.2 | 5.9 | -10.4
CCn1c(SCC(=O)c2ccccc2)nnc1-c1cnccn1 | 3.1 | 1.1 | -7.5 | -7.7 | -46.3 | -1.3 | -6.1 | -7.7
Cc1cc(=O)oc2cc(OC(C)C(=O)Nc3nccs3)ccc12 (stereo unspecified) | -8.0 | -2.4 | -8.0 | -5.8 | -2.0 | -1.3 | 8.3 | -9.2
COc1ccc(C(CC(=O)Nc2nccs2)n2cccc2)cc1 (stereo unspecified) | 1.2 | -1.6 | 17.1 | -8.8 | -4.6 | -3.7 | 4.9 | -4.1
Cc1ccc(NC(=O)CCNS(=O)(=O)c2cccc3nsnc23)cc1 | -9.0 | 4.3 | -1.6 | -6.1 | -1.0 | 2.2 | -4.5 | 1.5
Cc1sc(NC(=O)CN(Cc2ccc(F)cc2)C(=O)C(C)C)c(C(N)=O)c1C | -4.9 | 1.9 | 7.2 | -3.6 | 1.2 | -6.8 | -11.4 | -0.4
COc1cccc(OCCNC(=O)c2cc([N+](=O)[O-])cc([N+](=O)[O-])c2)c1 | -0.6 | -3.8 | -7.4 | -6.5 | -5.3 | 3.1 | -15.1 | -2.0
CCc1c(C)nc(SCC(=O)Nc2nc(-c3ccc(OC)cc3)cs2)[nH]c1=O | -0.7 | -2.8 | -7.2 | -2.0 | 4.9 | -1.8 | 16.0 | -11.2
COc1ccc(-n2c(N)c(C(=O)NCC3CCCO3)c3nc4ccccc4nc32)c(OC)c1 (stereo unspecified) | -15.5 | 8.1 | 5.5 | -0.1 | 14.2 | 4.3 | 6.0 | -27.9

Record cards, from the list above:
Profile of `O=C(NCc1ccccc1CN1CCCC1)C1CCN(C(=O)c2ccc(F)cc2)CC1` → ATG4B inhibitor = 0.9; EBI2 block = -7.6; CCR6 antagonist = -2.5; CXCR6 block = 7.1; Gli-Sufu block = 9.2; APJ ag = -1.9; APJ antag = 8.6; UBC13 inh = 7.7
Profile of `CCOC(=O)c1cc(-c2ccc(OC(F)F)cc2)nc2c1c(=O)[nH]c(=O)n2C` → ATG4B inhibitor = 3.5; EBI2 block = 0.8; CCR6 antagonist = -6.3; CXCR6 block = 6.6; Gli-Sufu block = 16.3; APJ ag = -1.7; APJ antag = 9.8; UBC13 inh = 5.1

Continued:
SMILES | ATG4B inhibitor | EBI2 block | CCR6 antagonist | CXCR6 block | Gli-Sufu block | APJ ag | APJ antag | UBC13 inh
Fc1ccc2cnc(-c3ccccc3)cc2c1 | / | -5.6 | -4.4 | -17.8 | -24.7 | -1.5 | -22.7 | -10.8
Nc1nonc1-n1nnc(C(=O)N/N=C/c2cccnc2)c1CSC1=NCCS1 | -5.4 | 4.5 | -9.4 | -0.7 | 3.0 | 0.2 | -5.2 | -4.7
CCc1nnc(NC(=O)COc2ccc(N(C)S(=O)(=O)c3ccc(C)cc3)cc2)s1 | 3.6 | 7.6 | 0.1 | -6.6 | 5.6 | / | / | /
O=c1[nH]c2ccccc2n1Cc1ccc(F)cc1 | -10.8 | -1.4 | 10.5 | 0.7 | 4.1 | -3.1 | 3.6 | 7.8
CCCCn1c(N)c(N(CCC(C)C)C(=O)c2c(C)noc2C)c(=O)[nH]c1=O | -5.1 | -9.5 | -0.7 | -1.3 | -1.0 | 11.9 | -19.9 | -7.0
COCCn1c(SCC(=O)Nc2cc(C)on2)nnc1C(C)C | 5.3 | -0.8 | 10.1 | 1.9 | -2.2 | -1.4 | 11.5 | 7.3
Cc1ccc(N2CCN(/N=C/c3c(C)nn(-c4ccccc4)c3Cl)CC2)cc1 | -2.3 | 7.8 | 13.4 | -0.7 | -1.8 | -1.1 | 12.0 | 1.9
CC(Oc1ccc(Cl)cc1Cl)C(=O)Nc1ccc(OCC(=O)O)cc1 (stereo unspecified) | -6.6 | -2.4 | 13.9 | -1.4 | 3.7 | -0.4 | 7.6 | 1.6
CC(=O)c1c(C(C)=O)c(C)n(-c2ccc(N)cc2)c1C | -4.9 | -10.9 | -20.5 | -12.2 | -8.6 | 0.1 | 14.0 | -1.9
Cc1ccc([C@H]2C(C(=O)O)=CC[C@@H](c3ccc(Cl)c(Cl)c3)N2S(=O)(=O)c2ccc(C)cc2)cc1 | 30.3 | 2.5 | 7.9 | 5.0 | -0.4 | -2.8 | 5.8 | -21.8
CC1=C(C(=O)Nc2cccc(C(=O)NCc3ccc(F)cc3)c2)SCCO1 | 8.2 | 3.3 | 6.4 | 5.5 | 12.6 | -2.0 | -3.3 | 6.8
Clc1ccccc1-c1nnc2sc(-c3cccs3)nn12 | -0.7 | -1.5 | 18.4 | 3.0 | -7.3 | -5.0 | 5.6 | 5.6
CN(C(=O)CSc1nnnn1-c1ccccc1)C1CCS(=O)(=O)C1 (stereo unspecified) | -5.7 | 0.0 | -4.7 | 3.4 | 6.2 | -1.8 | 12.2 | 2.0
O=C(Nc1cc(S(=O)(=O)N2CCCC2)ccc1OCC(F)(F)F)c1ccc(F)cc1 | -11.0 | -5.6 | -0.8 | -1.2 | 18.3 | 4.9 | -8.0 | 7.4
CCOC(=O)c1c(NC(=O)CC2SC(N)=NC2=O)sc2c1CCCC2 (stereo unspecified) | -17.9 | 3.5 | -18.7 | -7.7 | 6.8 | -0.4 | -3.7 | 7.1
C/C(=N/NC(=O)c1ccccn1)c1c[nH]c2ccccc12 | -2.2 | -12.4 | -6.1 | -6.5 | -65.4 | -3.8 | 15.2 | -0.6
COc1ccc2c(c1)CCC(C)N2C(=O)C(=O)c1c[nH]c2ccccc12 (stereo unspecified) | -3.2 | 2.0 | 6.2 | 5.2 | -11.2 | 2.5 | 8.8 | 12.0
COc1ccc(CNC(=O)N[C@@H](CC(C)C)C(=O)O)cc1OC | -9.6 | -12.8 | -0.1 | 2.0 | 0.9 | -3.2 | -12.5 | 2.6
O=C(c1ccc(F)cc1)N1CCN(c2cc(N3CCCCC3)c(F)cc2[N+](=O)[O-])CC1 | 10.8 | 18.2 | 28.7 | 11.2 | 2.5 | -2.0 | 18.3 | -46.6
COC(=O)C1=COC(C)C2CN3CCc4c([nH]c5ccccc45)C3CC12 (stereo unspecified) | -21.8 | 1.3 | 12.4 | 4.2 | -2.3 | -4.2 | -0.3 | -29.7
CC(CN1C(C)CCCC1C)OC(=O)c1ccccc1Br (stereo unspecified) | 1.6 | 6.5 | 13.2 | 5.4 | 18.5 | -3.1 | 18.3 | -1.5
c1ccc(C(c2nnnn2C2CCCCC2)N2CCc3ccccc3C2)nc1 (stereo unspecified) | 0.8 | -1.2 | 3.6 | 11.7 | 2.5 | -2.9 | -6.9 | 7.3
O=C(CN1C(=O)NC2(CCOc3ccccc32)C1=O)c1ccc[nH]1 (stereo unspecified) | 0.5 | -10.4 | 8.6 | -8.7 | -15.3 | -2.9 | 7.6 | -2.2
C/C=C(\C)c1nnc(NC(=O)c2ccco2)s1 | 0.6 | 4.0 | -0.3 | 14.0 | -11.1 | -2.1 | 16.2 | 2.1
Cc1ccc(-n2nc3c(n2)/C(=N/O)CC/C3=N\O)cc1 | 2.6 | -8.5 | 8.5 | -2.5 | -39.7 | 1.6 | -0.9 | 3.4
c1cncc(-c2nnc(-c3cccs3)o2)c1 | -6.5 | -5.2 | 5.7 | 1.0 | -20.6 | 0.0 | -4.2 | 6.7
O=C(O)c1ccccc1C1c2ccccc2Oc2ccccc21 | 0.7 | -3.3 | 4.1 | 0.8 | 5.2 | / | / | /
CC(=O)Nc1nc2ccccc2n1Cc1ccccc1Cl | -8.7 | -11.7 | 33.8 | 18.5 | -19.9 | -1.4 | 2.4 | 4.3
Nc1nc(CN2CCN(c3ccc(F)cc3)CC2)nc(N2CCCc3ccccc32)n1 | 3.0 | -9.7 | 10.9 | 7.1 | 4.1 | 4.7 | 0.8 | 3.6
CN(C)c1ncnc2c1ncn2CCn1cnc2c(N(C)C)ncnc21 | 2.8 | 1.0 | 6.5 | -1.1 | 2.9 | / | / | /
O=C(NCc1ccc(F)cc1)C1CCN(C(=O)NCc2ccccc2)CC1 | -11.1 | 2.8 | 7.1 | 3.4 | 3.8 | -3.1 | 4.1 | -1.5
COC(=O)[C@@H]1C[C@@]2(O)[C@@H](O)[C@@H](O)[C@@H](O)C[C@H]2N1Cc1ccc(C(F)(F)F)cc1 | -2.0 | -3.5 | 5.7 | 1.3 | -3.3 | -2.9 | 12.3 | 4.0
Cc1cc2ccccc2c(=O)n1CC(=O)NCC(=O)N1CCCC1 | 0.2 | 3.5 | -22.0 | -2.2 | 1.4 | 1.3 | -2.0 | -8.3
CC1CCCN(C(=O)c2ccc3c(c2NCCO)C(=O)c2ccccc2C3=O)C1 (stereo unspecified) | 11.8 | 21.3 | 21.2 | 5.7 | 26.1 | 4.3 | -9.0 | -374.6
S=C1Cc2ccccc2C(c2ccc(Cl)cc2)N1 (stereo unspecified) | 0.9 | 9.2 | 30.4 | 1.3 | 10.8 | -5.3 | 5.9 | 8.9
Cc1ccccc1S(=O)(=O)Oc1cccc2c(O)cccc12 | -7.5 | -2.0 | -4.1 | -10.1 | -6.3 | 4.9 | -28.9 | -14.8
COc1ccc(NC(=S)NCCC2=CCCCC2)cc1OC | 0.8 | -6.7 | -1.0 | 5.1 | -0.6 | -3.9 | 19.4 | 5.6
CC(=O)c1c(N2CCOCC2)nc(=S)n(-c2ccc([N+](=O)[O-])cc2)c1C | -3.1 | -20.3 | -3.2 | 4.6 | -23.2 | -2.0 | -2.7 | -0.8
COc1cc(/C=N/NC(=O)/C(=C\c2ccc3c(c2)OCO3)NC(=O)c2ccccc2)ccc1O | 23.9 | -2.3 | 11.9 | -1.2 | -8.1 | 0.1 | 1.4 | -31.4
